# Screening data: PubChem, several laboratories
# PrPC surface inh – inhibitors of human cell surface prion protein PrPC, primary screen, cell-based, TR-FRET. Major prion protein (Homo sapiens), P04156. TR-FRET read-out. inhibition, % at 13.8 µM. 370,000 tested, 0.43% active; in the data active = inhibition above about 24%; also: 0% = median of the test wells and 100% = reference compound wells
# Vc quorum ag – inducers of Vibrio cholerae quorum light production without autoinducers, primary screen, BH1578 luxS cqsA deficient, single point. V. cholerae BH1578 lux reporter, luminescence, 6 h. AID 588436, 2011. 350,000 tested, 0.16% active. activation, % at 18.7 µM; in the data active = activation mostly above about 9.7%, no sharp cut-off; inconclusive = no clear call, values can overlap the other calls; inactive = mostly below about 3.7%; also: not every result past the cut was called active; inactives centre near 0; reference of the scale not given here
# BoNT A protease – BoNT/A light chain protease inhibitors, primary screen, biochemical, flow cytometry, MLPCN library. Botulinum neurotoxin type A light chain protease (Clostridium botulinum A str. ATCC 3502). multiplex microsphere protease substrate cleavage. inhibition, % at 10 µM. 360,000 tested, 0.17% active. AID 588499, 2011; also: plate controls were buffer without enzyme for full effect and enzyme alone for no effect
# TcdB GH inh – TcdB glycohydrolase inhibitors, primary screen, biochemical, single point, plate reader | Toxin B (Clostridioides difficile), P18177 | inhibition, % at 9.99 µM | TcdB glycohydrolase enzymatic assay | AID 652162, 2013 | 350,000 tested, 0.24% active; in the data active = inhibition above about 10%
# Target sequence (P18177 whole entry, looked up): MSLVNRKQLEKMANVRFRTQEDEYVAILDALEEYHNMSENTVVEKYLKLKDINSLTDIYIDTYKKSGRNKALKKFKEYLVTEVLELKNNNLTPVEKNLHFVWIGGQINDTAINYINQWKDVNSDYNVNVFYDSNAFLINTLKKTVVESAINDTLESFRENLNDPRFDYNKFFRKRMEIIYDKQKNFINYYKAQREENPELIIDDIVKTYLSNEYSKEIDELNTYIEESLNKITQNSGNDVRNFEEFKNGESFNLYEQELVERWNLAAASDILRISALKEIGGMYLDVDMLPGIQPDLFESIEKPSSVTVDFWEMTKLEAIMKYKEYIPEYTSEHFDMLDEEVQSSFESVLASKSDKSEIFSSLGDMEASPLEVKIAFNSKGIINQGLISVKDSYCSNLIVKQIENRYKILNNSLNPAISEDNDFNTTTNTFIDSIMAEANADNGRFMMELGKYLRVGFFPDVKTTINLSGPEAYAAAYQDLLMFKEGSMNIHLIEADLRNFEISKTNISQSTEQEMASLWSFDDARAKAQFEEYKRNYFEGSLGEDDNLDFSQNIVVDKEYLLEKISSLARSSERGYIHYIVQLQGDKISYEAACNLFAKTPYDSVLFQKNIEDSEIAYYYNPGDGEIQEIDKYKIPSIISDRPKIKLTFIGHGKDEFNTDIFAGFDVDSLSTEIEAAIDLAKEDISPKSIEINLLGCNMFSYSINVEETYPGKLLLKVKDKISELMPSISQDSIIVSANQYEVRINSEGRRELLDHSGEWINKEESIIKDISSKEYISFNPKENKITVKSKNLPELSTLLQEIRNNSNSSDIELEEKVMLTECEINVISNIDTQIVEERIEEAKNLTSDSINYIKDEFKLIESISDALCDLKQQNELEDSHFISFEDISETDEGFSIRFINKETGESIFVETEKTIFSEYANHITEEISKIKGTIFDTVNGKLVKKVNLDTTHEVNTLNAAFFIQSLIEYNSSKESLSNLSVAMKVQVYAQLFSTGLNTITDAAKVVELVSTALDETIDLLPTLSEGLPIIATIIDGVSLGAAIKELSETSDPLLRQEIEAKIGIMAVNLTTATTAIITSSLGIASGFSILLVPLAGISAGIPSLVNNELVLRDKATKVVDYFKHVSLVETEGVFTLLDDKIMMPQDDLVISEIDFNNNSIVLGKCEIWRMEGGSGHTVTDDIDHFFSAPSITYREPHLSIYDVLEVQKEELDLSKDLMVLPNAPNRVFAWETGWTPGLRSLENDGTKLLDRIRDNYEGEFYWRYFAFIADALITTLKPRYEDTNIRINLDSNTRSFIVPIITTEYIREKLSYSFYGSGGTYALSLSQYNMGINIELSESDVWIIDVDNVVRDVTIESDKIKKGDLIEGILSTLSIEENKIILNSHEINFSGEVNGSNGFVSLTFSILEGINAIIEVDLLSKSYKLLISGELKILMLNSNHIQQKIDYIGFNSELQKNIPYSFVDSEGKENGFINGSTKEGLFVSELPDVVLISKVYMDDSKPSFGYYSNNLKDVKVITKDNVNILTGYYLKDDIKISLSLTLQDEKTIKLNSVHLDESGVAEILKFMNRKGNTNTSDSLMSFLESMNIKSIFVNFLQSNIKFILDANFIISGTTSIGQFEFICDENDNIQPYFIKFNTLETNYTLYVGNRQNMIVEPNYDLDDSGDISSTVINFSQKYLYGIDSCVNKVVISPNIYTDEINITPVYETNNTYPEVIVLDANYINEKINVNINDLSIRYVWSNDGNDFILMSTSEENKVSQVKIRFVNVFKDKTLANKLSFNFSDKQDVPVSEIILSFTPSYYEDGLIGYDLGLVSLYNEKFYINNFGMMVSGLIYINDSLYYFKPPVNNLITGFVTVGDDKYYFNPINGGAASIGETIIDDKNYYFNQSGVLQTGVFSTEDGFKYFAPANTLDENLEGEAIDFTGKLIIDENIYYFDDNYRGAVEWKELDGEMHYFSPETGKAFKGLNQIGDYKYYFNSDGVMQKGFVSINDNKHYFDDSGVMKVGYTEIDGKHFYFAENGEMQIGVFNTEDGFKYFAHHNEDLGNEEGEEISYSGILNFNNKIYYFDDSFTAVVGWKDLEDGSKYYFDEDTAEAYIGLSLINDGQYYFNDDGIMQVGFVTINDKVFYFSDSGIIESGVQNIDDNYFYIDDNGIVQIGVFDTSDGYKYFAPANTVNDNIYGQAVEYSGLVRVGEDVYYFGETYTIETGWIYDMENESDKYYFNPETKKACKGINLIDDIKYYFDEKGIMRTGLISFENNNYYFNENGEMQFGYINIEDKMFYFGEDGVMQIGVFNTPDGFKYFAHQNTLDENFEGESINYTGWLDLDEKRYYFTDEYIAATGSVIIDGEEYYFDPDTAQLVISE
# Anthrax LF prot – Bacillus anthracis LF protease inhibitors, primary screen, biochemical, multiplex microsphere, MLPCN library; multiplex microsphere protease cleavage assay; 360,000 tested, 0.12% active; inhibition, % at 10 µM; Lethal factor (Bacillus anthracis), P15917; AID 588501, 2011; also: plate controls were buffer without enzyme for full effect and enzyme alone for no effect
# SARS 3CLpro inh – SARS-CoV 3CLpro protease inhibitors, primary screen, biochemical, quenched FRET. 290,000 tested, 0.14% active. Replicase polyprotein 1ab (Severe acute respiratory syndrome coronavirus), P0C6X7. inhibition, % at 6 µM. recombinant SARS-CoV 3CLpro, quenched FRET peptide cleavage. AID 1706, 2009; in the data active = inhibition above about 12%
# Y pestis TopoI – Yersinia pestis topoisomerase I inhibitors, primary screen, biochemical, cleavage product accumulation, plate reader, single point; 360,000 tested, 0.064% active; AID 504884, 2011; DNA topoisomerase I (Yersinia pestis CO92); activity, % at 10 µM; Y. pestis Topo-I cleavage product accumulation; in the data active = activity above about 50%, passing the limit was not always enough; inconclusive = no clear call, values can overlap the other calls; also: inactives centre near 2
# PriA SSB inh – inhibitors of Klebsiella pneumoniae PriA binding to SSB C-terminal tail, primary screen, biochemical, AlphaScreen; AlphaScreen SSBct-PriA binding, biotinylated peptide; inhibition, % at 33 µM; 430,000 tested, 0.6% active; PriA–SSB C-terminal tail interaction (Klebsiella pneumoniae); AID 1272365, 2023; in the data active = inhibition mostly above about 37%, no sharp cut-off; inactive = mostly below about 20%;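 also: plate controls were negative control peptide for no effect and reference peptide for full effect; strong numbers were not always called active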
# PfHsp40 rescue – rescue of yeast from PfHsp40 toxicity, primary screen, S. cerevisiae, ATP luminescence; 340,000 tested, 0.68% active; S. cerevisiae expressing PfHsp40, growth rescue; growth rescue, % at 12.5 µM; in the data active = growth rescue above about 28%, passing the limit was not always enough; inconclusive = no clear call, values can overlap the other calls;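 also: yeast W303a lacking pdr1 and pdr3 grown in galactose medium; growth measured after three days at 30 °C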
# The depositor's hits bear a star; i = inactive; ? = inconclusive; . = no result given; & = joins results of further samples. Rule as the data show it, unless noted: active = inhibition above about 30%; inconclusive = no clear call, values can overlap the other calls; inactive = below that. Only part of the results is shown (hit frequency here may not be typical).
canonical_smiles	PrPC surface inh	Vc quorum ag	BoNT A protease	TcdB GH inh	Anthrax LF prot	SARS 3CLpro inh	Y pestis TopoI	PriA SSB inh	PfHsp40 rescue
CCOC(=O)c1sc(NC(=O)CCc2ccc(OC)cc2)nc1C	-4	-0.2	3.9	-0.3	0	1	6	3	-0.1
CN(Cc1ccccc1)S(=O)(=O)c1ccccc1Br	6	-0.7	0.1	2.7	-5	.	11	-46	1.4
CP(C)(=O)CCC(=O)O	0	3.0	0.0	.	-2	2	0	-27	1.6
COc1cc(C(=O)N2CCCN(C)CC2)cc(OC)c1C	0	i	0.2	-0.1	-1	0	-2	4	-0.8
N#CCc1nc(-c2cc3ccccc3oc2=O)cs1	-9	i	0.3	0.6	2	5	3	-10	-1.4
Cc1cc(=O)n2nc(N3CCC(C(=O)NCc4ccco4)CC3)sc2n1	-1	-0.3	-2.2	0.9	6	-2	5	-10	-0.3
Cc1cccc(OC(C)c2ccnc3nc(/N=C/N(C)C)nn23)c1 (stereo unspecified)	0	1.4	-2.7	1.0	0	1	4	.	1.7
COc1cccc(CN(C)C(=O)c2cc(COc3ccc4ncccc4c3)on2)c1	19	i	-0.6	1.3	-4	-3	23	-3	-0.7
CN(C)S(=O)(=O)c1ccc(C(=O)Nc2ccn(C)n2)cc1	1	-1.2	0.9	1.2	-8	1	-7	-11	-0.7
COc1ccccc1C(=O)C1CCCN(C(=O)c2ccccc2C(C)=O)C1 (stereo unspecified)	-6	-0.3	0.4	0.2	-6	1	3	6	-0.8

# Next part:
canonical_smiles	PrPC surface inh	Vc quorum ag	BoNT A protease	TcdB GH inh	Anthrax LF prot	SARS 3CLpro inh	Y pestis TopoI	PriA SSB inh	PfHsp40 rescue
CN1C(=O)C(O)(CC(=O)c2cccc(-n3cccc3)c2)c2ccccc21 (stereo unspecified)	7	i	-1.1	.	-4	-2	7	11	1.0
CN(Cc1ccccc1)C(=O)[C@@H]1CCCN1C(=O)[C@@H]1CCCN1C(=O)OC(C)(C)C	-2	.	0.5	3.3	14	.	.	.	.
COc1ccc(/C=N/Nc2ccccc2)cc1Cn1nc(C)c([N+](=O)[O-])c1C	19	i	-0.7	.	-7	-3	-16	.	0.0
CC(C)(C)C(=O)/C=C/c1ccc(Oc2ccccc2)cc1	4	-0.4	0.3	-0.3	1	4	47	-5	1.7
CCOc1ccc(-c2nc3c(s2)CCc2onc(-c4ccc(OC)cc4)c2-3)cc1	1	2.2	-0.5	.	-10	.	6	-4	-0.9
CC(=O)[C@@H]1[C@@H](C(=O)c2ccc(F)cc2)[C@]2(C(=O)Nc3ccccc32)[C@H]2C=Cc3cc(F)ccc3N12	0	-0.3	1.1	0.3	-3	-1	-1	7	0.1
COc1ccc(NC(=O)C/C(C)=N/NC(=O)c2ccccn2)c(OC)c1	0	-0.6	-0.7	-0.1	0	-4	2	.	-0.6
O=C(NCCc1ccccc1)c1ccc2c(c1)N(Cc1ccccc1)CCS2	.	-1.8	1.7	.	4	2	-3	-10	1.1
O=C(CSc1nnc(CNC(=O)c2ccccc2)o1)NCc1ccc(F)cc1	-2	i	1.3	-0.1	-1	1	5	-5	-0.9
Cc1ccc(CN2CCN(Cc3ccc(OCCO)cc3)CC2CCO)o1 (stereo unspecified)	-1	0.5	1.1	0.6	1	-3	-3	0	-1.3

# A few values from the results shown.
# BoNT A protease, CN(Cc1ccccc1)C(=O)[C@@H]1CCCN1C(=O)[C@@H]1CCCN1C(=O)OC(C)(C)C stands at 0.5
# Y pestis TopoI, O=C(NCCc1ccccc1)c1ccc2c(c1)N(Cc1ccccc1)CCS2 stands at -3
# PrPC surface inh, CCOc1ccc(-c2nc3c(s2)CCc2onc(-c4ccc(OC)cc4)c2-3)cc1 stands at 1

# (more compounds)
canonical_smiles	PrPC surface inh	Vc quorum ag	BoNT A protease	TcdB GH inh	Anthrax LF prot	SARS 3CLpro inh	Y pestis TopoI	PriA SSB inh	PfHsp40 rescue
CC(c1ccccc1)N1CCN(C(=O)CCl)CC1 (stereo unspecified)	-5	-0.3	-0.8	0.8	-9	8	5	1	-0.2
CCN(CC(=O)Nc1ccc(OC)cc1)C(=O)C1CC(=O)N(Cc2ccccc2)C1 (stereo unspecified)	9	1.1	0.6	-1.5	-2	.	5	.	.
CC(=O)N1CCc2ccc(NC(=O)c3c(-c4c(Cl)cccc4Cl)noc3C)cc21	3	1.6	-3.1	1.7	-6	-4	-10	-11	-2.0
CCC(=O)c1ccc(OCC(=O)Nc2cc(S(=O)(=O)N3CCCCC3)ccc2N2CCN(CC)CC2)cc1	-4	i	4.5	-0.9	-2	.	14	6	1.3
O=C(NCCOc1ccccc1)C1CCC(=O)N(CCc2ccc(Cl)cc2)C1 (stereo unspecified)	1	i	-5.9	0.9	-3	5	8	3	-0.9
Cc1cccc(N2CC(O)(c3cccs3)[N+]3=C2CCCCC3)c1 (stereo unspecified)	9	-0.3	0.9	1.6	0	-6	4	-1	2.2
CC(=O)c1sc(NC(=O)c2ccc(F)c(S(=O)(=O)N3CCOCC3)c2)nc1C	-1	i	-0.1	0.8	4	.	-2	-5	6.5
CC(=O)Nc1ccc(NC(=O)Nc2cccc(C)c2C)cc1	0	i	-0.8	1.8	-1	-1	-3	-1	1.0
O=C(CCC(=O)NC1CCCCC1)Nc1cccnc1	8	2.4	2.3	1.1	15	-3	2	-8	-0.5
Cc1ccc(-c2csc3ncnc(N4CCN(Cc5ccccc5)CC4)c23)cc1	6	2.3	-0.4	0.5	-20	4	13	3	-1.1

# The last three entries of the section above are carried over, then new ones follow.
canonical_smiles	PrPC surface inh	Vc quorum ag	BoNT A protease	TcdB GH inh	Anthrax LF prot	SARS 3CLpro inh	Y pestis TopoI	PriA SSB inh	PfHsp40 rescue
CC(=O)Nc1ccc(NC(=O)Nc2cccc(C)c2C)cc1	0	i	-0.8	1.8	-1	-1	-3	-1	1.0
O=C(CCC(=O)NC1CCCCC1)Nc1cccnc1	8	2.4	2.3	1.1	15	-3	2	-8	-0.5
Cc1ccc(-c2csc3ncnc(N4CCN(Cc5ccccc5)CC4)c23)cc1	6	2.3	-0.4	0.5	-20	4	13	3	-1.1
COC(=O)C1=CN(Cc2ccccc2)C=C(C(=O)OC)C1c1cc(F)ccc1F	2	i	-1.6	-0.5	-9	4	31	-40	0.4
C#CCOCCOCCOCCNc1nc(N2CCOCC2)nc(N2CCN(C(=O)[C@H](CCCN=C(N)N)n3cc(C(N)[C@@H](C)CC)nn3)CC2)n1 (stereo partly specified)	5	i	0.3	-0.2	-9	.	-7	-1	0.7
Cc1ccc(NC(=O)COC(=O)Cn2c(C)csc2=O)cc1	-7	-3.1	0.5	.	-4	-2	-7	-13	0.0
COC(=O)N/N=C/c1ccc(OC(=O)c2ccco2)c(OC)c1	-3	-0.3	.	0.2	.	4	-5	i	16
COC(=O)C1=C(NC(=O)C(C)(C)C)CCS1	-4	-0.6	-0.1	.	-1	3	-3	5&-7	-1.1
CCc1ccc(-c2cc(C(=O)N3N=C(C(F)F)CC3(O)C(F)F)c3ccccc3n2)cc1 (stereo unspecified)	10	-8.4	-1.5	-0.2	-5	5	-4	0	174*
CCCCN(C)C(=O)c1nc2ccccn2c1CN1CCSCC1	4	-1.1	-0.6	-0.1	-4	6	3	-8	1.0
O=C(CCc1ccccc1)N1CCN(c2ccc([N+](=O)[O-])cc2)CC1	-21	-0.7	-0.2	0.8	-2	-2	24	0	-0.3
CCCCN=C1NN=C(c2ccc(C)c(C)c2)CS1	3	-0.2	-0.8	0.8	-2	2	1	-9	-1.4
CN(CC(=O)NC(=O)NC1CCCCC1)CC(=O)Nc1ccc(Cl)cc1	-2	i	0.2	-0.2	-4	.	22	0	0.1

# Continuation.
# Values in the order: PrPC surface inh | Vc quorum ag | BoNT A protease | TcdB GH inh | Anthrax LF prot | SARS 3CLpro inh | Y pestis TopoI | PriA SSB inh | PfHsp40 rescue
CCOc1ccc(S(=O)(=O)N2CCN(C(=O)c3cc([N+](=O)[O-])ccc3N3CCOCC3)CC2)cc1
→ 0 | i | 0.4 | 1.2 | -11 | . | 12 | 3 | 0.3
Cc1nc(N2CCCCC2)c2c(C)c(C(=O)Nc3ccc4c(c3)OCCO4)sc2n1
→ 5 | -0.2 | 1.2 | 0.5 | 0 | 10 | 0 | -3 | 0.1
O=C(CCNC(=O)c1ccccc1Cl)Nc1ccc(Br)c(C(F)(F)F)c1
→ 5 | i | 0.5 | 0.6 | 1 | 2 | 4 | -4 | 1.6
Cc1noc(C)c1CSc1nc2[nH]ncc2c(=O)n1-c1ccccc1
→ 2 | -6.2 | -0.4 | . | -3 | 4 | 8 | -17 | -0.3
Cn1c(SCCOc2cccc(Cl)c2)nnc1-c1ccncc1
→ 9 | i | 0.2 | . | 0 | -3 | 1 | -1 | -0.7
COc1ccc(Br)cc1-c1nc(CCl)cs1
→ 19 | i | 0.8 | 1.7 | 0 | 3 | 3 | -19 | 0.3
O=C(c1cccc(S(=O)(=O)N2CCCC2)c1)N1CCN(S(=O)(=O)c2cccc(Cl)c2)CC1
→ -6 | i | ? | 0.1 | ? | . | 22 | -18 | 0.4
O=C(CS(=O)(=O)Cc1ccccc1)Nc1cccnc1
→ 2 | 0.7 | -0.3 | . | 2 | -6 | 4 | -13 | -0.4
COC(=O)C1C(=O)C2=C(CC1C)Nc1ccccc1NC2c1cccs1 (stereo unspecified)
→ 1 | i | -0.4 | 1.1 | -2 | 1 | -4 | 6 | 0.4
COc1ccc(-n2c(SCC(=O)N3CCCCC3C)nnc2-c2cccnc2)cc1 (stereo unspecified)
→ 10 | -0.9 | -0.7 | . | 1 | 3 | 4 | -11 | 1.5
Cc1cc(C)cc(NC(=O)c2cnn(-c3ccccc3)c2C2CCNCC2)c1
→ -9 | -0.3 | -0.3 | 2.0 | -1 | 6 | 5 | -1 | -0.2
CC(=O)N[C@@H](CC(=O)O)C(=O)O
→ -2 | -0.3 | 0.2 | 1.2 | -2 | . | -6 | 10 | -0.2
CCCN1CCN(S(=O)(=O)c2c(C)[nH]c(C)c2C(=O)N2CCCCC2)CC1
→ -1 | -0.5 | -0.9 | -1.3 | -1 | 0 | 0 | -1 | -0.3
NC1=NC(=O)/C(=C/c2ccc(Br)cc2)S1
→ 0 | -0.6 | -4.0 | 0.2 | 2 | 2 | -1 | -9 | -0.5
O=C1C(=O)N(CCN2CCOCC2)C(c2ccccn2)/C1=C(/O)c1ccc(F)cc1 (stereo unspecified)
→ -10 | -0.3 | -0.2 | . | -1 | -2 | -5 | . | 55*
Cn1nnnc1SCC(=O)C(C)(C)C
→ 4 | i | 1.3 | 1.4 | -2 | 0 | 0 | -8 | 0.6
O=C(NC1CCCCC1NC(=O)c1cccs1)c1cccs1 (stereo unspecified)
→ 5 | -0.6 | -0.5 | . | 0 | -1 | 10 | -5&-7 | -0.8
Cc1ccc(C)c(N2N=C(C(=O)OCc3nnc(-c4ccccc4Br)o3)CCC2=O)c1
→ -5 | i | 0.2 | 0.5 | 2 | . | 21 | . | .
